High-throughput results as filed in PubChem.
GC-B act: GC-B (human) receptor activation. activation, % at 10 µM. AID 1920062. HEK293-GC-B cells, CNP EC30, cGMP TR-FRET; 0% at EC30 CNP, 100% saturating CNP. 370,000 compounds, 0.11% hits. P20594;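 active means activation at 10 µM reaching about 35% in either raw or pattern-adjusted values, limit read from the data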
hgDAF12 agonist: activates the H. glycines DAF-12 receptor ligand-binding domain | HEK293 GAL4-hgDAF12 UAS-luciferase reporter, agonist luminescence; normalized to butyrate control | activation, % at 6.8 µM | 370,000 compounds, 1.8% hits | AID 687014;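 active means activation above a cutoff set at the mean of all screened compounds plus 3 SD, cut at about 10% in these data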;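 further: 0% = DMSO wells and 100% = sodium butyrate wells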
ssDAF12 agonist: S. stercoralis DAF-12 activation, primary screen; HEK293 ssDAF-12/GRIP1 lit1-tk-luc reporter, luminescence; % of 3 µM dafachronic acid response; activation, % at 6.8 µM; 370,000 compounds, 1% hits; AID 652126;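 active means activation above the mean over all tested compounds plus 3 SD, cut at about 0.9% in these data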;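 further: 0% = DMSO-only wells and 100% = 3 µM delta7-dafachronic acid wells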
GAA850 FXN act: increases GAA850 frataxin promoter reporter activity | activation, % at 6 µM | 360,000 compounds, 0.56% hits | AID 540364 | HEK293 lucGAA850 FXN promoter luciferase reporter, 24 h; percent of 10 µM SAHA response;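 active means activation above the average of all compounds screened plus 3 SD, cutoff fixed separately per campaign, cut at about 7.5% in these data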;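 further: 0% = DMSO wells and 100% = 10 µM SAHA wells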
SMARCA2 activ: activators of SMARCA2 function; activation, % at 9.1 µM; 370,000 compounds, 1% hits; MG213 cells, MMTV-luciferase reporter, dexamethasone, overnight; AID 652017; in the data active means activation above about 7.8%;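 further: 0% = vehicle wells and 100% = reference activator wells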
NPR1 activator: GC-A (human) enzyme activation; HEK293 GC-A cells, cGMP TR-FRET, EC30 ANP; 0% at EC30 ANP, 100% saturating ANP; activation, % at 10 µM; 370,000 compounds, 0.14% hits; AID 1671463; in the data active means activation above about 40%
Target sequence (P16066 whole entry, looked up): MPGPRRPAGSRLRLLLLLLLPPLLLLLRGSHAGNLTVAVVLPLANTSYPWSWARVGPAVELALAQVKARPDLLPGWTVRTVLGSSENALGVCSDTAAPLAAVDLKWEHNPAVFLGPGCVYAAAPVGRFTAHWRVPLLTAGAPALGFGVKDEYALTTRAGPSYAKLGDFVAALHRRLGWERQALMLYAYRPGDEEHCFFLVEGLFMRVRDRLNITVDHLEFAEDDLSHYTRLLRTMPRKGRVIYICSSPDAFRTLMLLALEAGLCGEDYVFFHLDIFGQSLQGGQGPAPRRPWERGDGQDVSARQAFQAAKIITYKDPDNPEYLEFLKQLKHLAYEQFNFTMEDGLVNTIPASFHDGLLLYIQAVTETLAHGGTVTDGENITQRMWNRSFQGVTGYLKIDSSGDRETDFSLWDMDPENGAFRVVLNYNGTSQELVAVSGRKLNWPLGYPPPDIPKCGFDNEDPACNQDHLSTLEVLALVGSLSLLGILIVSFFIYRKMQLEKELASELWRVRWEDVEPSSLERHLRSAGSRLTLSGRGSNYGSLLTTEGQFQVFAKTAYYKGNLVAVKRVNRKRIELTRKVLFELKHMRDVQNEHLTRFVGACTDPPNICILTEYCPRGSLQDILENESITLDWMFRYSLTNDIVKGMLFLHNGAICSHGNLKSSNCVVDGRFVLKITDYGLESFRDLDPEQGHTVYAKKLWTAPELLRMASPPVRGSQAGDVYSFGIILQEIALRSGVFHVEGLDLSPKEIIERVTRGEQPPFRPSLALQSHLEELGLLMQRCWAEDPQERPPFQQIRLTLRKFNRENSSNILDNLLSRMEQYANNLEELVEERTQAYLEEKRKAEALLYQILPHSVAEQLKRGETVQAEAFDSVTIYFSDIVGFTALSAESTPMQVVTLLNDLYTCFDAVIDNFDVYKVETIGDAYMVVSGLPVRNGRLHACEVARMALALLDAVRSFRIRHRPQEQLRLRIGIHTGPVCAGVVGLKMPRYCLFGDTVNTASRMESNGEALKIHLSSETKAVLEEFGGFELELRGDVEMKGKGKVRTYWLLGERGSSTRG
hcDAF-12 act: activators of H. contortus DAF-12 nuclear receptor; HEK293 hcDAF-12 lit1-tk-luc reporter, luminescence; 0% DMSO, 100% Δ7-dafachronic acid; activation, % at 6.8 µM; 370,000 compounds, 1.4% hits;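 active means activation above the mean of all tested compounds plus 3 SD, cut at about 5.5% in these data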;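 further: 100% = response to 3 µM Δ7-dafachronic acid high control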
DAX1 inh-1: inhibits human nuclear receptor DAX1; AID 504766; 340,000 compounds, 0.99% hits; inhibition, % at 6.75 µM; HEK293 Gal4-DAX1 luciferase reporter, luminescence; P51843;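 active means inhibition above the mean over all tested compounds plus 3 SD, cut at about 4.2% in these data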;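 further: 0% = DAX1-transfected cells with DMSO and 100% = empty-vector control cells with DMSO; inhibition shows as a rise in luminescence from relieved DAX1 repression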
DAX1 inh-2: inhibitors of DAX1 repression of SF-1 activated StAR promoter. HEK293T StAR-luciferase reporter, SF-1/DAX-1 repression relief. inhibition, % at 6.8 µM. 370,000 compounds, 1.1% hits. AID 652010;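 active means inhibition above the mean over all tested compounds plus 3 SD, cut at about 3.6% in these data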;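 further: 0% = DAX-1 cells with DMSO and 100% = cells lacking DAX-1 with DMSO; higher inhibition means more luminescence from relief of DAX-1 repression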
sPLA2-III inh: Inhibits HGIII-sPLA2 liposome hydrolysis, primary screen; Q9NZ20; QFRET BODIPY PC-A2 liposome hydrolysis, fluorescence; inhibition, % at 12.2 µM; 370,000 compounds, 0.56% hits; AID 743126;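 active means inhibition above mean plus 3 SD of compounds lying within the high and low control bounds, cut at about 19% in these data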;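 further: 0% = median of test compound wells and 100% = no enzyme DMSO wells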
ADAM10 inh: inhibits human ADAM10; O14672; recombinant ADAM10, EDANS/DABCYL FRET peptide cleavage, 3 h; inhibition, % at 7 µM; 370,000 compounds, 0.62% hits;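 active means inhibition above a per-campaign cutoff equal to the mean of compounds falling between control-based bounds plus 3 SD, cut at about 20% in these data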;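 further: 0% = DMSO wells while the 100% control is not disclosed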
* marks the source's active call; other numbers are inactive results; x = no result given.

SMILES	GC-B act	hgDAF12 agonist	ssDAF12 agonist	GAA850 FXN act	SMARCA2 activ	NPR1 activator	hcDAF-12 act	DAX1 inh-1	DAX1 inh-2	sPLA2-III inh	ADAM10 inh
CC(=O)Nc1ccc(NC(=O)c2ccc(CN3CCc4ccccc4C3)cc2)cc1	-2	-3.4	-1.5	2.5	-2	-1	-1.6	-0.9	-0.6	4	-20
Cc1cn([C@H]2C[C@H](O)[C@@H](CCC(=O)NCCc3ccc4ccccc4c3)O2)c(=O)[nH]c1=O	-7	1.0	-1.1	x	-1	2	0.4	x	0.3	5	1
Cc1ccc(Cn2cc(CN3[C@@H](CC(C)C)COc4cccc(F)c4S3(=O)=O)nn2)cc1	4	1.6	-0.8	x	0	-1	-2.1	x	-0.5	-1	-4
C=CCn1c(SCC(=O)Nc2ccc(F)cc2F)nc2c([nH]c3ccccc32)c1=O	3	1.4	1.9*	2.0	-2	0	2.9	0.1	-1.0	7	-10
COC(=O)C(NC(=O)c1ccccc1Cl)(Nc1ncc(S(=O)(=O)c2ccc([N+](=O)[O-])cc2)s1)C(F)(F)F (stereo unspecified)	6	-0.8	-1.4	-1.7	-1	2	-3.0	-0.2	-0.8	-33	10
COc1ccc(CNC(=O)CC(NC(N)=O)c2ccccc2Cl)cc1OC (stereo unspecified)	6	-1.2	-1.1	0.3	-1	2	-1.9	1.0	0.0	2	-5
CCNc1nc(Oc2ccc(Cl)cc2Cl)cc(C(F)(F)F)n1	-5	0.5	-0.2	-0.6	-1	1	-1.5	-0.3	-0.2	0	2
CN(Cc1ccccc1)C(=O)OCc1cn(Cc2ccc(F)cc2F)nn1	6	-2.2	-1.0	x	-1	5	-0.1	x	-0.8	-2	0
FC(F)(F)c1cccc(-c2cc3nc(NC4CCCCC4)ccn3n2)c1	-9	4.1	-1.4	2.0	-1	-10	-1.7	x	-0.8	-6	-118
COc1ccc(-n2cnc3ccccc32)cc1	-2	3.4	-0.7	-1.5	0	-11	0.9	1.5	0.2	1	1
O=C(NCc1ccccc1Br)c1ccncc1	4	1.7	-1.6	-2.1	-1	4	1.3	-0.3	-1.5	-1	-8
COc1cc2nc(CCc3ccccc3)oc(=O)c2cc1OC	1	-4.0	-0.8	0.6	3	1	-1.7	-0.2	0.3	2	2
Cc1ccccc1C1=NC(c2ccc(F)cc2F)ON1 (stereo unspecified)	-1	1.8	-0.9	3.3	0	1	-0.7	0.4	0.0	-9	-16
CN(Cc1cccc(-n2cccn2)c1)C(=O)CCc1nnc(C2CCCCC2)o1	-3	5.8	-0.9	0.1	8	-1	-0.5	1.7	-0.4	1	-6
C=CCNC(=O)COc1ccc(Br)cc1Cl	-7	8.6	-0.8	2.9	0	4	0.1	0.6	0.7	0	-12
O=c1[nH]c(CCl)nc2cc(-c3ccc(F)cc3)sc12	-6	7.6	0.6	3.1	3	-5	5.0	-0.5	1.1	-5	-9
O=C(NCc1cccnc1)c1ccc(CS(=O)(=O)c2ccc(Br)cc2)o1	-4	-4.1	-1.5	0.2	-2	-2	-2.0	-2.0	-0.1	0	-8
COc1ccc(OC)c(NC(=O)CCNS(=O)(=O)c2ccc3c(c2)CC(C)N3C(C)=O)c1 (stereo unspecified)	2	0.7	-1.7	-0.8	-1	-3	-0.8	0.9	0.4	2	6
CCOC(=O)N1CCC(N(CCOC)C(=O)Nc2ccc(C)c(C)c2)CC1	-1	-0.3	-1.2	0.7	-2	8	-1.3	-0.6	-0.6	-3	-2
COc1ccc(S(=O)(=O)N(CC(=O)N2CCOCC2)c2cc(Cl)ccc2OC)cc1OC	-4	-2.1	-1.4	-0.1	-3	-21	-1.3	0.4	-0.4	1	-1
COc1ccccc1N1CCN(C(=O)CCCn2c(=O)[nH]c3ccsc3c2=O)CC1	-2	-5.4	-0.3	0.1	-2	0	-1.5	0.4	-0.5	-2	3
Cc1c(S(=O)(=O)c2ccccn2)c(N)n(Cc2ccccc2)c1C	-1	-1.1	-0.1	-0.1	-3	-2	-1.7	x	-0.3	-9	-21
O=C(c1cc2ccccc2o1)N(Cc1nnc(-c2ccccc2Cl)o1)C1CC1	-4	1.9	-0.7	2.9	2	2	0.4	-0.4	0.8	-7	-4
CSc1nc2ccc(NC(=O)C3=NN(c4ccccc4)C(=O)CC3)cc2s1	-8	-3.4	-0.7	-0.4	-1	-3	1.2	-0.5	-1.4	-16	0
CC(C)CC(N)c1csc(Nc2ccc(C(F)(F)F)cn2)n1 (stereo unspecified)	7	-0.8	-1.4	-1.7	-5	-4	-0.5	x	-0.4	17	-9
Cc1ccc(CNC(=O)C2CCN(S(=O)(=O)N3CCC(C)CC3)CC2)cc1	4	0.8	-1.9	-0.4	-1	-2	0.2	0.3	-1.1	1	-7
O=C1CS/C(=N\N=C\c2ccccc2Cl)N1CC1CC1	-5	2.4	-1.7	1.6	2	9	0.1	0.7	-0.8	-9	-2
CC(=O)N1c2ccc(S(=O)(=O)NCC3CCC(C(=O)N4CCCCC4)CC3)cc2CC1C (stereo unspecified)	4	0.7	-0.9	1.9	-3	-1	-0.2	0.3	-0.1	1	-12
O=C(Cn1nc(-c2cccs2)ccc1=O)Nc1ccc(Br)cc1	-2	-2.3	-0.5	3.2	-2	0	-2.0	-0.8	-0.6	4	-15
COc1ccccc1C(=O)NC(=S)Nc1ccc(N2CCN(C(=O)c3ccco3)CC2)cc1	0	-3.5	-1.3	-0.8	-3	1	-0.7	-2.7	-0.3	-1	-11
CC(NCc1ccc(OCC(N)=O)cc1)C12CC3CC(CC(C3)C1)C2 (stereo unspecified)	-4	-2.2	-0.6	-1.2	0	-3	-0.5	0.9	-0.2	-3	4
O=C(C/C=N/OCc1c(Cl)cccc1Cl)c1cnc(-c2ccccc2)s1	x	1.3	-0.6	0.4	1	x	1.0	1.3	0.2	7	0
COc1ccc(CCNC(=O)c2ccc(CNS(=O)(=O)c3ccc(C(C)(C)C)cc3)cc2)cc1OC	-4	-4.0	-2.1	2.1	1	-3	-4.5	0.2	-1.7	-16	-7
O=C(NC1CCCCC1)c1cccnc1C(=O)O	7	-1.6	-1.4	-4.5	-3	5	1.7	0.0	0.7	3	5
C/C(Cc1ccccc1)=N\NC(=O)CNC(=O)c1ccc(C(C)(C)C)cc1	4	2.3	-0.4	-0.7	1	-1	0.5	-0.9	0.0	-12	3
N[C@@H](Cc1ccccc1)C(=O)N1CCC(C(=O)NCC(=O)Nc2ccc(F)cc2)CC1	-3	3.9	-0.1	-3.0	-2	1	8.8*	0.4	0.1	5	2
Nc1nc(-c2ccc3c(c2)CCCC3)cs1	5	16*	-0.1	2.7	1	0	2.0	0.8	1.9	2	10
Cc1ccccc1C(=O)N1CCC(C(=O)NC2CCCCC2)CC1	5	-1.3	-1.3	0.4	-2	3	-1.6	-0.8	-0.3	6	-4
CC(=O)c1ccc(OCc2cccc(C(F)(F)F)c2)cc1O	-6	5.0	-1.4	0.4	-1	-5	-1.5	-0.5	-0.2	-8	5
O=C(CCC(=O)N1CCOc2ccc(Cl)cc21)NCCCN1CCN(c2ccccc2F)CC1	-12	0.7	-1.6	-2.2	-4	-14	-0.6	0.0	0.2	-3	-5
COc1ccc(C)cc1NC(=O)c1ccc(OCc2c(C)noc2C)cc1	4	-0.8	-1.6	0.3	-7	-5	-1.8	-0.2	-2.0	7	-5
CCc1ccc(NCc2ccc(OC)c(Cn3ccnc3)c2)cc1	1	-0.7	-1.3	3.2	-4	5	-1.9	-0.8	-0.1	-39	3
N#C/C(=C/c1cc(Br)cs1)C(=O)NCC1CCCO1 (stereo unspecified)	-4	1.3	-1.0	-1.0	1	-8	0.0	-0.5	0.0	8	4
CCCCc1nc2sc3c(c2c(=O)[nH]1)CC(C)(C)OC3	-2	0.9	-1.1	0.2	-2	-1	-0.1	1.9	0.3	1	7
Cc1ccc(NC(=O)c2ccccc2NC(=O)c2cccs2)cc1	-2	1.6	-1.1	-0.1	0	-3	0.5	0.6	-0.2	-5	13
Cc1nn(Cc2ccccc2Cl)c(C)c1NC(=O)c1nc2ncccn2n1	2	0.4	-1.6	-2.2	2	-6	-1.1	0.2	0.2	8	0
Cc1ccc(CN(C)CC(=O)Nc2cccc([N+](=O)[O-])c2)o1	-1	-2.4	-1.8	-0.7	-2	3	-0.2	-0.8	-0.5	4	-2
O=S(=O)(Nc1cccc(-c2ccc3nncn3n2)c1)c1cccc(F)c1	-9	0.6	-1.2	0.6	2	-3	-1.6	0.8	0.9	-6	1
CCN(CC)C(=O)COc1ccc(/C(C)=N/NC(=O)c2ccccc2O)cc1	3	2.7	-1.4	0.0	0	4	2.3	2.6	1.4	5	-19
CCc1nnc(NC(=O)C2CCN(C(=O)NC3CCCCC3)CC2)s1	-1	-0.2	-1.1	1.6	1	4	-1.4	-0.8	0.7	1	-19
CCN(CC)S(=O)(=O)c1ccc2c(c1)N(CC(=O)NCc1ccco1)C(=O)CO2	0	0.3	-1.2	0.2	-4	-2	-0.7	1.5	0.1	0	3
Cc1cc(C)cc(N2CC(C)(C)C2=O)c1	5	2.0	-0.1	4.0	-2	0	-0.7	0.0	0.5	0	-5
COc1ccccc1Cc1c(-c2ccc(C)cc2)nc2c(C)cc(Br)cn12	-1	4.8	0.7	x	-4	2	2.8	x	5.3*	-20	0
NS(=O)(=O)c1ccc(CCNC/C=C/c2ccccc2)cc1	3	1.2	-1.6	-0.6	-2	-4	1.7	-0.9	-0.3	1	-9
Cc1cc(Nc2ccc(Cl)cc2)nc(-c2ccccc2O)n1	-12	1.8	-1.1	3.2	2	12	-3.2	0.4	-0.3	5	1
Cc1ccc(NC(=O)c2cc3cccc([N+](=O)[O-])c3[nH]2)cc1	-4	13*	1.3*	3.8	2	6	4.2	3.7	2.3	-4	2
COc1ccc(Nc2nc(C(=O)NCCCN3CCOCC3)cs2)cc1	-5	-0.7	-1.6	0.6	-2	-7	-1.2	-1.1	-0.2	2	-12
O=S(=O)(Nc1ccccc1OC(F)F)c1ccc(S(=O)(=O)N2CCCC2)cc1	2	3.0	-1.5	-0.6	-1	0	-1.6	-0.5	1.1	-6	-3
O=C(CCC(=O)N1CCN(S(=O)(=O)c2ccccc2)CC1)c1cccs1	0	-0.1	-0.9	-0.6	-2	1	0.7	0.8	-0.3	-5	-6
Cc1ccc(F)cc1C(=O)N1CCCC(c2cc(C(=O)NCc3ccccc3)no2)C1 (stereo unspecified)	-3	2.2	-1.4	0.1	-4	1	-1.3	x	4.0*	-6	-8

hcDAF-12 act: entries above that show a hit
SMILES	GC-B act	ssDAF12 agonist	SMARCA2 activ	NPR1 activator	hcDAF-12 act	DAX1 inh-1	DAX1 inh-2	sPLA2-III inh	ADAM10 inh
N[C@@H](Cc1ccccc1)C(=O)N1CCC(C(=O)NCC(=O)Nc2ccc(F)cc2)CC1	-3	-0.1	-2	1	8.8*	0.4	0.1	5	2
